CRFR2-BP antag: CRF-BP/CRF-R2 complex antagonism. HEK293 CRF-R2/CRF-BP, CRF-induced calcium fluorescence. inhibition, % at 11.8 µM. hit rate 0.59% among 350,000;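 active = inhibition of the ligand-induced calcium signal above about 50% at the single tested concentration, limit read from the data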
M5 PAM: CHRM5 positive allosteric modulation | P08912 | CHO-K1 hM5, Fluo-8 calcium, ACh EC20 PAM; 0% = ACh EC20, 100% = ACh EC100 | activation, % at 3 µM | hit rate 0.3% among 360,000 | AID 624038;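 active = activation above the run cutoff, the mean activation of all test compounds plus 3 SD, cut at about 18% in these data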
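Replicates: One well per compound, no replicates | System: Human M5 receptor in CHO-K1 cells | Benchmarks: Low control EC20 acetylcholine (0%), high control EC100 acetylcholine (100%) | Probe or stimulus: Acetylcholine, EC20 level | Times: Fluo-8 loading 80 min at 37 °C plus 30 min room temperature | Signal: Intracellular calcium via Fluo-8 fluorescence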
IDE cell inh: inhibitors of human insulin-degrading enzyme in cells. P14735. HEK cells, FAbetaB cleavage, fluorescence polarization. inhibition, % at 5.59 µM. hit rate 0.41% among 320,000;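 active = percent inhibition above the average of all tested compounds plus 3 SD, set per screening campaign, cut at about 16% in these data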;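 note: IDE supplied by intact live HEK cells; FP after avidin binding of uncleaved biotin substrate so inhibition keeps polarization high; 0% = DMSO wells and 100% = 60 µM reference IDE inhibitor Ii1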
Target sequence (P14735 whole entry, looked up): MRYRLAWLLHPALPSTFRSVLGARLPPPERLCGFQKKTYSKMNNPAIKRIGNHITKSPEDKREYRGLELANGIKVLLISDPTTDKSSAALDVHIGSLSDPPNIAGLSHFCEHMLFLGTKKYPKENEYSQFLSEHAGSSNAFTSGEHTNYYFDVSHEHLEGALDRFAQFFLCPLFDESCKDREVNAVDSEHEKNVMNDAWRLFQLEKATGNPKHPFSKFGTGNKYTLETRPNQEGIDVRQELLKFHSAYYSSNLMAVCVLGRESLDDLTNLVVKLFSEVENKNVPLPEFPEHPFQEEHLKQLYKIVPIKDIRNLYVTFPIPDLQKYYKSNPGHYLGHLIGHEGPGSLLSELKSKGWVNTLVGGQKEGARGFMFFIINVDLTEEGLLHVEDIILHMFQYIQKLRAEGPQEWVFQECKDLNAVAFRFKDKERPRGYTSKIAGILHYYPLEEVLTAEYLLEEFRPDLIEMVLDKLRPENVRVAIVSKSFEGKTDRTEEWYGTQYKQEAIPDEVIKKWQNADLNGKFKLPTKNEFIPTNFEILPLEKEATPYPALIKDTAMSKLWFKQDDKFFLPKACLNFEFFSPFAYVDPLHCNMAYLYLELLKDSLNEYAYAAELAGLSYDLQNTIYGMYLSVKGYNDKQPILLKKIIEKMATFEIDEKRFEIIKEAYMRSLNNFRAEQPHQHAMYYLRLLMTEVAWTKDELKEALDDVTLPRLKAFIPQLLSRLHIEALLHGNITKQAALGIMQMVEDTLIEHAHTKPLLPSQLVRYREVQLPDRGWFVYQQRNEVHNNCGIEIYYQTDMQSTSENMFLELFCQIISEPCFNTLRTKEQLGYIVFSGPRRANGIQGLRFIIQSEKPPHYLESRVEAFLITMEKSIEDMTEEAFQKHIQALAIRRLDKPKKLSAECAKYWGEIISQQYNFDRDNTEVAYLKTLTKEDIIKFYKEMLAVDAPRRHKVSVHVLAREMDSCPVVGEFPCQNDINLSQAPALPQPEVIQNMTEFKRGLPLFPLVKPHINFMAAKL
CHRM4 antagonist: blocks acetylcholine activation of human M4 receptor. P08173. CHO-hM4 cells, ACh EC80, Fluo-8 calcium fluorescence. inhibition, % at 3 µM. hit rate 0.73% among 360,000. AID 624125;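 active = inhibition above its plate's cutoff, the mean inhibition of sample wells plus 3 SD, cut at about 27% in these data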;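 note: 0% = acetylcholine EC80 with DMSO and 100% = DMSO without agonist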
CRFBP-R2 agonist: agonists of human CRF-binding protein/CRF-R2 receptor complex; HEK293 CRF-R2/CRF-BP, calcium dye fluorescence (FLIPR); percent of saturating CRF peptide response; activation, % at 13.2 µM; hit rate 0.46% among 350,000; AID 588473;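 active = activation of at least 50%, plus an integration ratio under a set limit after plate pattern correction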;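 note: plate controls were neutral control wells without compound for no effect and CRF at EC100 for full effect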
M4 ag: agonists of human muscarinic M4 receptor (CHRM4). activation, % at 3 µM. CHO-K1 hM4/Gqi5, Fluo-8 calcium fluorescence; vehicle 0%, full acetylcholine response 100%. P08173. hit rate 0.14% among 360,000. AID 624127;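 active = activation above the run mean over all test wells plus 3 SD, cut at about 32% in these data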;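 note: peak over basal fluorescence ratio per well then scaled between controls; 0% = DMSO wells and 100% = acetylcholine at EC100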
M5 antag: blocks acetylcholine activation of human M5 receptor; CHO-hM5 cells, Fluo-8 calcium fluorescence, ACh EC80; inhibition, % at 3 µM; hit rate 0.59% among 360,000; AID 624040;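 active = inhibition above a per-plate cutoff, the mean of that plate's test compounds plus 3 SD, cut at about 27% in these data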;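 note: 0% = acetylcholine EC80 with DMSO and 100% = DMSO without agonist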
CHRM5 agonist: agonists of human muscarinic M5 receptor (CHRM5); P08912; CHO-K1 hM5 cells, Fluo-8 calcium fluorescence; 0% DMSO wells, 100% maximal acetylcholine response; activation, % at 3 µM; hit rate 0.19% among 360,000;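 active = activation above the run's mean over test compounds plus 3 SD, cut at about 23% in these data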;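 note: signal is peak over basal fluorescence ratio across the kinetic read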
M4 PAM: CHRM4 positive allosteric modulation. P08173. CHO-K1 hM4/Gqi5, Fluo-8 calcium fluorescence, ACh EC20; 0% = ACh EC20, 100% = maximal ACh. activation, % at 3 µM. hit rate 0.4% among 360,000. AID 624126;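 active = activation above its plate's cutoff, the mean activation of sample wells plus 3 SD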; note: some results filed as inactive read as strong as hits
Starred values were filed as active, the others as inactive; nt = not tested or not shown. Outcome played no part in choosing rows; about 2.9% have a hit in one of these screens.

SMILES	CRFR2-BP antag	M5 PAM	IDE cell inh	CHRM4 antagonist	CRFBP-R2 agonist	M4 ag	M5 antag	CHRM5 agonist	M4 PAM
Cc1cc(C)nc(SCC(=O)N/N=C/c2cccnc2)n1	1	2	nt	-2	0.3	1	2	-3	3
CCc1nnc(NS(=O)(=O)c2ccc(NC(=S)NC(=O)c3ccncc3)cc2)s1	7	-2	5	11	1.6	-1	8	-2	2
COc1ccccc1N(C)S(=O)(=O)c1ccc(C(=O)Nc2ccc3nc(C)sc3c2)cc1	0	-11	11	-1	9.0	14	9	3	-11
COC(=O)c1[nH]c2ccc(C)cc2c1NC(=O)C1=COCCO1	-14	4	3	4	-2.8	1	-1	-1	8
O=C(NCCN1CCOCC1)c1ccc(CS(=O)c2ccccc2Cl)o1 (configuration not stated)	10	1	-6	2	0.5	0	9	-6	11
CCn1c(-c2cc(OC)ccc2OC)csc1=Nc1c(C)n(C)n(-c2ccccc2)c1=O	3	-7	1	-3	0.2	2	6	-3	4
COc1cccc(/C=N/Nc2nc3ccccc3n3cnnc23)c1O	16	-1	3	1	-1.4	4	0	2	4
CCOc1ccc(N=Nc2c(=O)[nH]n3c(=O)cc(C)[nH]c23)cc1	0	5	5	6	-1.7	-1	-6	0	20
COc1ccc(-n2c(SCC(=O)Nc3cc(C)on3)nc3c(c2=O)SCC3)cc1OC	-5	4	5	-5	0.8	0	-7	-1	2
O=C(c1ccco1)N1CCN=C1SCc1cccc(Cl)c1	0	-4	4	-5	-1.2	0	-4	0	9
C=CCSc1nc(C)cc(/C=C\c2ccccc2)c1C#N	-17	-6	0	7	8.9	0	5	1	-2
CCOC(=O)c1ccc[n+](CC(=O)Nc2ccccc2OC(F)F)c1	-15	3	7	-14	1.8	0	3	-11	-1
Cc1nc(CNC(=O)CC2C(=O)NCCN2Cc2cccc(Oc3ccccc3)c2)cs1 (configuration not stated)	6	-2	5	-6	-0.3	2	1	-2	4
Cc1ccc(N2C(=O)N(CC(=O)NCc3ccc(Cl)cc3)C(=O)C2C)cc1 (configuration not stated)	-26	0	-1	2	0.3	6	0	6	9
CCC(=O)N/N=C/c1ccc(-c2ccc(Cl)cc2)o1	6	-4	1	-4	-6.5	0	8	-4	-8
CCOC(=O)C1=C(C)N=c2s/c(=C\c3ccc(C(=O)O)cc3)c(=O)n2C1c1ccc(OC)cc1OC (configuration not stated)	-19	3	5	6	2.2	1	8	4	3
CCOC(=O)C1(Cc2ccc(OC)cc2)CCN(C(=O)CCN2CCCC2=O)CC1	-7	9	2	-3	-0.1	2	-3	3	-2
CCOP(=O)(OCC)/C(=N/OC(=O)c1cccc([N+](=O)[O-])c1)C(N)=O	1	2	4	7	-0.3	0	-2	1	7
COc1ccc(S(=O)(=O)N2CCC(NC(=O)Nc3ccc(C)cc3)CC2)cc1	-1	-5	15	5	-1.0	9	9	2	-10
CCCn1nc(Oc2nc(NCC)nc(NC(C)C)n2)ccc1=O	2	0	3	5	-1.0	1	10	-2	2
O=C(NC1CCN(Cc2ccccc2)CC1)c1ccccc1OCc1ccccc1	-7	-8	-3	2	-0.4	6	11	-6	-4
COc1ccc(N(C(=O)c2ccncc2)S(=O)(=O)c2ccc3c4c(cccc24)C(=O)N3C)cc1	0	5	0	2	-2.8	3	-23	1	-3
Cc1cc(=O)oc(C)c1C(=O)NCc1ccc(F)cc1	-9	-4	2	-5	0.7	1	-1	2	4
O=C1ON=C(c2ccccc2)/C1=C/c1cccnc1	25	3	nt	-6	4.1	1	7	1	9
O=C(CN1C(=O)COc2ccc(Cl)cc21)NC1CC1	-2	1	-3	-4	1.1	1	10	-6	6
CN(C)C(CNC(=O)c1ccc(-c2ccccc2)cc1)c1ccccc1 (configuration not stated)	-9	-6	3	-7	0.7	2	3	-7	-3
CC1(C(=O)NCc2ccc(C(F)(F)F)cc2)CCN1Cc1cc2ccccc2o1 (configuration not stated)	nt	-7	nt	-35	nt	-1	-12	-3	-10
Cc1onc(-c2c(F)cccc2Cl)c1C(=O)NCc1ccc(S(N)(=O)=O)cc1	-8	5	-2	-13	0.3	2	6	3	6
COc1ccc(CN(C(=O)CN2C(=O)COc3ccccc32)C2CCCC2)c(OC)c1	-39	-8	6	-23	7.0	22	-5	1	-4
COc1ccc(OC)c(C2/C(=C(/O)c3ccccc3)C(=O)C(=O)N2Cc2ccco2)c1 (configuration not stated)	13	3	5	-2	0.8	1	3	1	9
O=C(c1ccc([N+](=O)[O-])cc1)n1nc(-c2ccccc2)nc1NCc1ccc(F)cc1	-17	-1	2	-4	1.4	2	0	0	5
COc1ccccc1CNc1nc(NCC2CC2)nc2ccsc12	nt	-13	nt	-6	nt	20	7	2	-7
C#CCOCCOCCOCCNc1nc(N2CCN(C(=O)CCCCCCCCCCNC(=O)[C@H](CCCCN)n3cc(CCO)nn3)CC2)nc(N2CCN(C(=O)CCCCCCCCCCNC(=O)[C@H](CCCCN)n3cc(CCCC(=O)O)nn3)CC2)n1	-7	-3	7	-1	3.6	2	9	-2	4
Cc1cc(NC(=O)c2cc(-c3cccc(OCC(C)C)c3)nc3ccccc23)no1	-38	3	-1	-18	4.7	1	-7	-3	13
Cc1cc(Br)ccc1NS(=O)(=O)c1c(C)[nH]c(=O)[nH]c1=O	3	-3	4	-6	-0.3	1	5	-1	-1
NNC(=O)c1ccc(O)cc1O	14	1	-6	11	-1.1	0	-11	1	-4
Cc1cc(C)cc(OCC(=O)O/N=C(\N)c2cccnc2)c1	2	-2	nt	-5	-4.4	1	-1	-2	-6
COc1cccc(OCC(O)CN2CCN(c3ccc(Cl)cc3)CC2)c1 (configuration not stated)	-6	-3	1	-4	-1.6	4	8	-2	-7
Cc1ccc2nc(SCC(=O)c3c(N)n(C)c(=O)n(C)c3=O)[nH]c2c1	12	1	7	-25	0.1	9	9	-8	5
CCN(CC(=O)Nc1c(F)cccc1F)C(=O)CSCC(=O)Nc1cccc(C)c1	1	1	-1	-1	-2.0	1	8	1	-1
CCNC(=O)c1ccc(CSc2nc3ccccc3s2)cc1	2	-12	8	-3	0.9	16	34*	-1	-8
COC(=O)C/C=N/N=C1/NC(=O)/C(=C/C(=O)O)S1	0	5	5	-6	-2.7	0	-1	1	10
CCn1c(Cc2ccccc2)n[nH]c1=S	-4	7	7	1	0.4	1	-5	-10	-3
O=C(COC(=O)COc1cccc(Br)c1)Nc1c(Cl)cccc1Cl	-6	-4	1	-1	-0.9	1	11	-4	3
COc1ccc(/C(O)=C2/C(=O)C(=O)N(CC3CCCO3)C2c2cccc(O)c2)cc1 (configuration not stated)	0	0	4	5	1.7	1	1	0	-3
O=C(Nc1cc(S(=O)(=O)N2CCOCC2)ccc1Cl)c1cc([N+](=O)[O-])ccc1Cl	10	-2	1	0	-1.9	3	15	0	-2
COC(=O)CSc1nnc(-c2ccc(S(=O)(=O)N3CCCC3)cc2)o1	-2	4	3	7	3.0	2	-1	-3	-10
COc1ccc(C2=NO[C@@H]3[C@@H]4C[C@@H]([C@H]5C(=O)N(c6ccc7c(c6)OCO7)C(=O)[C@@H]45)[C@H]23)cc1OC	-7	-4	-3	-1	1.9	1	5	0	-5
Cc1ccc(N2NC(=O)/C(=C/c3ccc(-c4ccc(Cl)c(C(=O)O)c4)o3)C2=O)cc1	3	1	-1	4	-0.6	0	4	-1	-4
Cc1nnc(SCC(=O)NC(=O)NCc2ccco2)n1Cc1ccccc1	1	-1	-3	5	-0.9	1	6	-1	6
Clc1cc(Cl)cc(Nc2ccccc2CN(C/C=C/c2ccc3c(c2)OCO3)Cc2ccccc2)c1	-4	-1	nt	-9	6.2	0	4	1	5
COc1ccc(NC(=O)CC2C(=O)Nc3ccccc3N2CC(=O)N2CCCC2)cc1 (configuration not stated)	-3	0	-7	-1	-0.4	1	0	2	8
COc1ccc(NC(=S)NC(=O)CC(C)C)c(OC)c1	-20	-8	2	-8	-0.1	0	5	-4	3
Cc1ccc(CSC(Nc2ccc(F)cc2)=C(C#N)C#N)cc1	72*	-17	-1	24	51*	8	31*	6	-9
Cc1cc(NCCCn2ccnc2)n2ncc(-c3ccc(Cl)cc3)c2n1	-28	3	5	11	1.7	2	9	-1	-5
COc1ccc(C(=O)NCC(c2ccc(F)cc2)N2CCOCC2)cc1S(=O)(=O)N1CCCC1 (configuration not stated)	-12	-4	-1	15	0.2	1	1	2	-5
CSc1nc(-c2cccs2)c(C#N)c(=O)[nH]1	0	12	-5	-1	-0.3	0	-1	4	1
Cc1cc2c(c(=O)o1)C(Cc1ccccc1)C(C#N)=C(N)O2 (configuration not stated)	7	13	-1	2	-1.0	1	-13	1	-1
CC(Sc1nc2ccccc2s1)C(=O)Nc1nnc(C(C)C)s1 (configuration not stated)	-26	-4	-2	-15	-1.7	4	-2	2	-1
COc1ccc(C(C(=O)NC2CCCCC2)N(Cc2cccs2)C(=O)Cc2c[nH]c3ccccc23)cc1 (configuration not stated)	13	-7	1	-3	-1.5	4	9	-2	0
Next section
SMILES	CRFR2-BP antag	M5 PAM	IDE cell inh	CHRM4 antagonist	CRFBP-R2 agonist	M4 ag	M5 antag	CHRM5 agonist	M4 PAM
O=C(O/N=C\c1ccc(N2CCCCC2)c([N+](=O)[O-])c1)c1ccc(Cl)cc1Cl	15	-8	3	4	-2.1	-1	2	-1	-7
CCN(CC)S(=O)(=O)c1ccc2c(c1)nc(CCC(=O)OCC(=O)Nc1cc(Cl)cc(Cl)c1)n2C	-10	-13	6	11	3.0	18	14	-4	-32
CC(C)Sc1ccccc1C(=O)Nc1ccc2c(c1)n(C)c(=O)n2C	4	-1	nt	5	0.1	6	16	-3	-11
COc1cc(C2c3c(c(C)c(C)oc3=O)Oc3c(C)c(C)oc(=O)c32)ccc1OS(=O)(=O)c1ccc(C)cc1	-6	-4	-4	-1	3.2	1	5	3	3
O=S1(=O)CCN(CCc2ccccc2)CC1	-34	6	nt	-2	0.8	1	-5	1	7
CC(/C=N/NC(=O)CSc1nc(C)cc(C)n1)=C\c1ccccc1	-14	-9	11	8	27	7	1	6	-11
CCc1cccc(C)c1NC(=O)CCCN1C(=O)CN(C)C1=O	4	2	-3	-6	0.0	0	4	3	4
C[C@H](CO)N1C[C@H](C)[C@@H](CN(C)C(=O)NC2CCCCC2)Oc2c(NC(=O)C3CCCCC3)cccc2C1=O	-19	-1	1	-11	0.6	2	-2	0	4
CCCCOc1ccc(-c2ncc(C(=O)O)c(C)n2)cc1	-10	-4	2	-6	-1.4	1	2	-1	-3
CCC(C)c1ccc(OCC(=O)Nc2ccc3[nH]c(=O)[nH]c3c2)cc1 (configuration not stated)	-6	1	1	-2	-1.0	1	-2	0	-3

Copied from the results shown, three compounds:
SMILES	CRFR2-BP antag	M5 PAM	IDE cell inh	CHRM4 antagonist	CRFBP-R2 agonist	M4 ag	M5 antag	CHRM5 agonist	M4 PAM
O=C(O/N=C\c1ccc(N2CCCCC2)c([N+](=O)[O-])c1)c1ccc(Cl)cc1Cl	15	-8	3	4	-2.1	-1	2	-1	-7
CCN(CC)S(=O)(=O)c1ccc2c(c1)nc(CCC(=O)OCC(=O)Nc1cc(Cl)cc(Cl)c1)n2C	-10	-13	6	11	3.0	18	14	-4	-32
CC(C)Sc1ccccc1C(=O)Nc1ccc2c(c1)n(C)c(=O)n2C	4	-1	nt	5	0.1	6	16	-3	-11

Screens (PubChem)
